# Vif inh: inhibitors of HIV Vif; 340,000 tested, 0.35% active; AID 602346; HEK293T cells, Vif self-association by quenched fluorescence, imaging, 24 h; inhibition, % at 7.49 µM; in the data active = inhibition above about 50%, passing the limit was not always enough; note: some results filed as inactive read as strong as hits
# ABCB6 inh 2: inhibitors of human ABC transporter ABCB6 | Q9NP58 | K562-ABCB6 porphyrin accumulation, flow cytometry, 1 h; active compounds read low | fluorescence ratio to DMSO, % at 10 µM | 360,000 tested, 0.19% active;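 active = fluorescence ratio to DMSO below 75%, the collection mean minus 3 SD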;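 note: signal is porphyrin accumulated inside mitochondria; 100% equals median channel fluorescence of DMSO control wells; lower ratio means ABCB6 inhibition with less porphyrin fluorescence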
# ABHD5 PLIN5 PPI: ABHD5-PLIN5 protein interaction inhibition | Split G. princeps luciferase complementation, luminescence, 4 h | AID 602281 | inhibition, % at 4 µM | 360,000 tested, 0.78% active;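 active = inhibition above the mean inhibition across every tested compound plus 3 SD, cut at about 22% in these data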;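 note: 0% = DMSO only wells and the 100% control is not disclosed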
# MC4R antagonist: antagonists of human melanocortin 4 receptor (MC4R). P32245. MC4R-expressing cells, MTII-stimulated cAMP, LANCE TR-FRET. inhibition, % at 6.5 µM. 360,000 tested, 0.48% active;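 active = inhibition above its plate's cutoff, the mean of tested wells on that plate plus 3 SD, cut at about 29% in these data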;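 note: 0% = Melanotan II alone and 100% = Melanotan II plus saturating MCL0020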
#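 System: U2OS-MC4R stable cell line; Technique: Eu-cAMP/anti-cAMP TR-FRET, emission 671 nm; Repeats: single well per compound; Also added: Melanotan II; Dosing: one concentration, 6.5 µM nominal; Schedule: 30-min compound, 1-h challenge, 1-h detection, room temperature.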
# NOD2 RIPK2 PPI: inhibitors of human NOD2-RIPK2 interaction. CHO BLA complementation NOD2-RIPK2, CCF4 ratio. inhibition, % at 4.98 µM. 360,000 tested, 0.38% active. AID 624267; in the data active = inhibition above about 21%;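 note: 0% = vehicle only and 100% = reference blocker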
# Glyco luc inh: N-linked glycosylation inhibition | reporter increase, % at 12.5 µM | 360,000 tested, 0.23% active | D54 ERlucT glycosylation luciferase reporter, 24 h; percent of 100 nM tunicamycin response;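 active = mean luciferase reporter signal, scaled so untreated is 0 and the glycosylation-blocking control 100, at or above a set limit in every replicate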;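 note: luciferase carries N-glycosylation sites so blocking glycosylation raises the light; 0% = median of neutral control wells and 100% = median of 100 nM tunicamycin wells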
# MC4R barr agon: activates human MC4R beta-arrestin recruitment | P32245 | U2OS MC4R beta-arrestin complementation, luminescence; percent of melanotan II response, DMSO zero | activation, % at 8.9 µM | 360,000 tested, 0.98% active | AID 540308;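 active = activation above a per-plate cutoff, the mean activation of sample wells on that plate plus 3 SD, cut at about 8% in these data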
# TLR9-MyD88 inh: inhibitors of human TLR9-MyD88 binding; Q9NR96+Q99836; CHO BLA complementation TLR9-MyD88, CCF4 FRET ratio; inhibition, % at 4.98 µM; 340,000 tested, 0.21% active; AID 504734;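 active = inhibition above the mean over all tested compounds plus 3 SD, cut at about 21% in these data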;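 note: 0% = DMSO only wells and 100% = clavulanate BLA inhibitor control wells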
# Target sequence (Q99836 whole entry, looked up): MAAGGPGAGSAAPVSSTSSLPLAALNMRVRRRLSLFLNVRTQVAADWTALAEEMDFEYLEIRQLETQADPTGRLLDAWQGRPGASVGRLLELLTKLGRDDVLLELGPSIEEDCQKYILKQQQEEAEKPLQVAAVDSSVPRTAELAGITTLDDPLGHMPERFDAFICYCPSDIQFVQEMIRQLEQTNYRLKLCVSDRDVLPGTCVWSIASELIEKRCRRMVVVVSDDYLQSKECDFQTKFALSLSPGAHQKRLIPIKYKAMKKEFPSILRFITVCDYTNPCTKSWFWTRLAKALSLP
# Target sequence (Q9NR96 whole entry, looked up): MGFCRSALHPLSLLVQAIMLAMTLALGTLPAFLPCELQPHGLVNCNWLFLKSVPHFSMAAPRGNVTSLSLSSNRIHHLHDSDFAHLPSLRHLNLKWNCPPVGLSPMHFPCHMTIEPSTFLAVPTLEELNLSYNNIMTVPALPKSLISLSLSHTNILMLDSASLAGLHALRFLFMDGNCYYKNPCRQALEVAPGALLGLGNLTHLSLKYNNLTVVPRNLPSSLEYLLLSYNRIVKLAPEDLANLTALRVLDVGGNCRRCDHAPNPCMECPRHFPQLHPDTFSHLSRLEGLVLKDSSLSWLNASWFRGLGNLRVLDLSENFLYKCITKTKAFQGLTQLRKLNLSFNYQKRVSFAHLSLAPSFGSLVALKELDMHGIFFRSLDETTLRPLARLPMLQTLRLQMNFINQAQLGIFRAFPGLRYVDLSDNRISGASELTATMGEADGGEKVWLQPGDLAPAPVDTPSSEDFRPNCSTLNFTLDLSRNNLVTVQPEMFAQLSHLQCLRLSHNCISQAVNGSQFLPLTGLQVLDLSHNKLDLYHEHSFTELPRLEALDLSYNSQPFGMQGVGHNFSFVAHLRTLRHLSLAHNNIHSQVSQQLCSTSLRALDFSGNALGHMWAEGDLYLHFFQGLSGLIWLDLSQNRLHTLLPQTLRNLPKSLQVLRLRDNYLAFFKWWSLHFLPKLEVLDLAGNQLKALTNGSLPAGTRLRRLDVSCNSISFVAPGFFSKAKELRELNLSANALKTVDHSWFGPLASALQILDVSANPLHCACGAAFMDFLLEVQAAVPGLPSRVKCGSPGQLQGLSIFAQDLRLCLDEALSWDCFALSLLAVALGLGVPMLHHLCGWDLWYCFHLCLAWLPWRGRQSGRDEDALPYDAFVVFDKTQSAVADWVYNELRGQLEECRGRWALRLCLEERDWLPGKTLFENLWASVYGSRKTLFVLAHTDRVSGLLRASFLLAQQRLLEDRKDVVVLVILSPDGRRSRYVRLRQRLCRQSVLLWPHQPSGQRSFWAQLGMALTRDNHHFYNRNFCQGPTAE
# aDG glyco act: alpha-DG glycosylation activation; Pro5-aDG cells, alpha-DG glycosylation AlphaScreen (IIH6); 0% Pro5, 100% B10-LARGE cell signal; activation, % at 10 µM; 360,000 tested, 0.22% active;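 active = activation of at least 8% versus controls, or a plate z-score of at least 8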;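 note: Pro5 are CHO cells carrying HIG-tagged alpha-DG that lacks glycosylation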
# Exocytosis inh: lytic granule exocytosis inhibition; TALL-104 LAMP-1 surface exposure, flow cytometry; cells stimulated with thapsigargin and PMA; inhibition, % at 10 µM; 360,000 tested, 0.66% active; AID 651702;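 active = inhibition above about 55%, limit read from the data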
# The depositor's hits bear a star; . = not tested or not shown.
SMILES,Vif inh,ABCB6 inh 2,ABHD5 PLIN5 PPI,MC4R antagonist,NOD2 RIPK2 PPI,Glyco luc inh,MC4R barr agon,TLR9-MyD88 inh,aDG glyco act,Exocytosis inh
O=C(c1cc2ccccn2n1)N1CCN(c2cccc(C(F)(F)F)c2)CC1,.,96,1,-2,-3,0,-0.5,-15,0.2,-1
Cc1ccccc1C(=O)N1CCC[C@H]1C(=O)N1CCC[C@H]1C(=O)NCc1ccccn1,.,95,5,.,-5,.,.,.,0.8,-3
Cc1cccc(C)c1NC(=O)CSc1nc(N2CCOCC2)nc(N2CCOCC2)n1,7,102,0,-1,-4,-1,-3.3,5,-0.4,20
CC(C)C(=O)Nc1cccc(-c2cn3ccsc3n2)c1,10,100,5,-1,1,6,-1.9,4,0.2,-5
CC(C)(C)C(=O)Cn1ncc(NC2CC2)c(Br)c1=O,1,85,3,7,-4,0,0.5,1,0.0,-2
Cc1nn(CC(=O)N2CCc3ccccc3C2)c(C)c1Cl,-1,106,1,1,-8,0,-1.2,-10,-0.1,5
Cc1cc(Cl)ccc1C(=O)C1CCCN(C(=O)c2n[nH]c3c2CCCC3)C1 (configuration not stated),-10,96,2,-10,-7,-2,-0.6,-7,1.6,-1
CCc1nnc(NS(=O)(=O)c2ccc(NCc3cc(Br)ccc3O)cc2)s1,-1,90,7,-2,4,3,-1.1,11,-0.1,-9
C=CCOc1ccc(/C(O)=C2/C(=O)C(=O)N(CCCN3CCOCC3)C2c2ccc(OC)cc2)cc1 (configuration not stated),5,92,2,1,-8,1,-1.1,2,0.2,-1
CCOc1ccc(CCNC(=O)CSc2nc3ncc(Cl)cc3[nH]2)cc1OCC,1,97,3,6,-5,-2,-2.0,1,-0.3,-2
CCCn1c(SCC(=O)C(C)(C)C)nc2ccccc21,-2,97,-1,4,-4,-3,-2.4,2,0.2,-2
CC(=O)C1=C(c2ccccc2)NC(=S)NC1c1ccc(O)c(O)c1 (configuration not stated),-7,98,1,-4,-6,2,0.8,6,-0.2,-1

# Some of these compounds in order of the ABCB6 inh 2 value, smallest number first:
mol	Vif inh	ABCB6 inh 2	ABHD5 PLIN5 PPI	MC4R antagonist	NOD2 RIPK2 PPI	Glyco luc inh	MC4R barr agon	TLR9-MyD88 inh	aDG glyco act	Exocytosis inh
CC(=O)C1=C(c2ccccc2)NC(=S)NC1c1ccc(O)c(O)c1 (configuration not stated)	-7	98	1	-4	-6	2	0.8	6	-0.2	-1
Cc1cccc(C)c1NC(=O)CSc1nc(N2CCOCC2)nc(N2CCOCC2)n1	7	102	0	-1	-4	-1	-3.3	5	-0.4	20
Cc1nn(CC(=O)N2CCc3ccccc3C2)c(C)c1Cl	-1	106	1	1	-8	0	-1.2	-10	-0.1	5

# The listing continues:
SMILES,Vif inh,ABCB6 inh 2,ABHD5 PLIN5 PPI,MC4R antagonist,NOD2 RIPK2 PPI,Glyco luc inh,MC4R barr agon,TLR9-MyD88 inh,aDG glyco act,Exocytosis inh
CCCCOC(=O)Nc1nc2ccc([N+](=O)[O-])cc2s1,12,98,-8,15,-8,2,-0.3,.,-0.4,-1
Cc1cccc(NC(=S)Nc2ccc3cn[nH]c3c2)c1,.,103,-8,5,-4,2,-2.4,4,-0.2,-3
O=C(CCSCCc1ccccn1)Nc1ccc(Br)cn1,10,92,-1,4,-2,0,-1.0,-1,0.1,-6
Cc1c(NC2=CC(=O)CC(C)(C)C2)c(=O)n(-c2ccccc2)n1C,3,104,-9,11,6,2,1.0,-1,0.0,-3
COc1ccccc1C(=O)NCc1nnc(SC(C)C(=O)Nc2nccs2)n1C (configuration not stated),6,100,-3,10,2,2,-2.4,-9,0.0,-3
COc1ccc(NC2=NCCC2)cc1,3,93,5,8,-2,-1,-0.2,-4,0.0,0
COc1ccc(C(=O)Nn2c(C)nc3ccccc3c2=O)cc1,-12,74*,-2,-1,5,1,0.3,6,0.0,-2
NC(=O)CC[C@@H]1NC(=O)[C@@H]2CCCN2C(=O)c2cc([N+](=O)[O-])cc(I)c2NCCCC[C@@H](C(=O)NC(CC(=O)O)C(N)=O)NC1=O (some centres not stated),-3,96,-4,5,0,2,0.3,-5,-0.1,-4
Cc1ccc(NC(=O)CSCC(=O)NC2(C)CCS(=O)(=O)C2)cc1 (configuration not stated),15,95,5,8,3,2,-0.1,7,-0.3,-1
CCN(CC)C(=O)c1csc([C@@H]2O[C@H](CO)[C@H](O)[C@H](O)[C@H]2O)n1,-5,105,1,5,-16,0,-0.7,.,0.0,5
Cc1cccc(C(C)C)c1NC(=O)COC(=O)COc1ccc2c(C)cc(=O)oc2c1,.,99,1,6,-1,1,0.1,1,-0.2,10
COc1cc(/C=N/NC(=O)COc2c(C)cc([N+](=O)[O-])cc2C)ccc1OC(=O)c1ccccc1Br,12,102,-2,5,4,-2,3.8,-1,1.7,14

# Reprinted at random: 4 compounds from above
SMILES,Vif inh,ABCB6 inh 2,ABHD5 PLIN5 PPI,MC4R antagonist,NOD2 RIPK2 PPI,Glyco luc inh,MC4R barr agon,TLR9-MyD88 inh,aDG glyco act,Exocytosis inh
COc1cc(/C=N/NC(=O)COc2c(C)cc([N+](=O)[O-])cc2C)ccc1OC(=O)c1ccccc1Br,12,102,-2,5,4,-2,3.8,-1,1.7,14
Cc1ccccc1C(=O)N1CCC[C@H]1C(=O)N1CCC[C@H]1C(=O)NCc1ccccn1,.,95,5,.,-5,.,.,.,0.8,-3
Cc1cccc(C(C)C)c1NC(=O)COC(=O)COc1ccc2c(C)cc(=O)oc2c1,.,99,1,6,-1,1,0.1,1,-0.2,10
Cc1nn(CC(=O)N2CCc3ccccc3C2)c(C)c1Cl,-1,106,1,1,-8,0,-1.2,-10,-0.1,5

# The results go on:
SMILES,Vif inh,ABCB6 inh 2,ABHD5 PLIN5 PPI,MC4R antagonist,NOD2 RIPK2 PPI,Glyco luc inh,MC4R barr agon,TLR9-MyD88 inh,aDG glyco act,Exocytosis inh
Cc1nc2ccc(NS(=O)(=O)c3c(F)cc(F)cc3Br)cc2s1,-42,85,-13,9,1,2,-2.9,-1,0.3,-3
Cc1nn(CCOc2ccccc2)c(=O)n1-c1cccc(F)c1,5,85,-2,-1,-6,-1,0.5,4,0.0,3
CCOC(=O)CSc1nc2cc3c(cc2cc1C)OCO3,7,102,-5,27,9,1,2.0,-5,0.5,-7
COc1ccccc1C(CNC(=O)CN1C(=O)NC(C)(c2ccc3ccccc3c2)C1=O)N1CCCC1 (configuration not stated),13,99,-8,3,-6,-3,-2.0,-2,0.2,-1
CCCN(C(=O)C(=O)Nc1ccc2nc3n(c(=O)c2c1)CCCCC3)c1ccc(OCC)cc1,-10,96,4,-3,-3,-1,-1.6,-1,-0.2,-1
N#CCCn1cc(C(=O)Nc2ccc(C(=O)O)cc2)c(-c2cccs2)n1,-11,100,-1,5,-17,2,-1.9,-1,0.0,5
CCCN(C(=O)CSc1nnc(-c2ccc3c(c2)OCO3)o1)C1CCS(=O)(=O)C1 (configuration not stated),1,94,-6,-5,-4,3,-1.6,-13,-0.3,19
COC(=O)c1sc(C(C)(C)C)cc1CS(=O)(=O)c1ccc(Cl)cc1,-7,101,-3,10,-8,-2,1.1,-23,0.0,-5
Cc1cccc(Sc2c(C=O)c3ccccc3n2C)c1,-12,105,2,3,-6,-4,0.3,-12,0.0,-6
COc1ccc(C(=O)NCc2ccc3c(c2)cc(C)n3C)cc1OC,-1,100,11,9,-1,1,-4.2,2,0.1,2
Cc1ccc(C)c(OCCCCN2CCNCC2)c1C,-8,96,6,-1,15,-3,-0.8,-1,0.0,6
O=C1CCCCCN1Sc1ccccc1,-16,101,-33,-19,4,7,0.0,3,0.0,2

# Limited to ABCB6 inh 2, Vif inh and Glyco luc inh (3 entries from above):
Structure | ABCB6 inh 2 | Vif inh | Glyco luc inh
O=C(c1cc2ccccn2n1)N1CCN(c2cccc(C(F)(F)F)c2)CC1 | 96 | . | 0
CCc1nnc(NS(=O)(=O)c2ccc(NCc3cc(Br)ccc3O)cc2)s1 | 90 | -1 | 3
O=C(CCSCCc1ccccn1)Nc1ccc(Br)cn1 | 92 | 10 | 0

# Remaining list, next part:
SMILES,Vif inh,ABCB6 inh 2,ABHD5 PLIN5 PPI,MC4R antagonist,NOD2 RIPK2 PPI,Glyco luc inh,MC4R barr agon,TLR9-MyD88 inh,aDG glyco act,Exocytosis inh
COC(C[C@H]1O[C@@H]1[C@@H](O)[C@H](C)OCc1ccccc1)OC,-11,97,3,1,-12,4,-0.9,-10,0.2,-4
CS(=O)(=O)NCCCNc1ccc(Cl)cc1[N+](=O)[O-],32,100,-1,6,-16,-1,-1.9,6,0.4,-1
Oc1ccccc1C=NNc1nc2ccccc2s1,-21,104,-5,-1,-4,-11,0.8,-8,-0.2,-1
CCCCCCc1cc2cc(C(=O)NCc3ccccc3)c(=N)oc2cc1O,-18,176,-2,3,-8,3,6.2,-4,0.4,2
Cc1ccc(OCc2ccc(C(=O)N3CCOCC3)cc2)cc1C,-9,103,1,0,-3,-5,-0.2,-3,0.3,0
CCOC(=O)C1(Cc2ccc(Cl)cc2)CCN(C2CCC2)CC1,-2,101,-2,5,8,-6,7.1,1,0.1,-2
COc1ccc(-n2cnc3sc(-c4ccccc4)cc3c2=O)cc1,37,97,-7,6,7,-5,-0.2,1,0.1,-2
Cc1ccc(S(=O)(=O)Nc2cc(Cl)ccc2-n2cncn2)cc1,-2,104,5,17,-6,0,-0.7,-7,-0.5,-10
CCSC1=C(C#N)C(c2ccc(C)s2)CC(=O)N1 (configuration not stated),9,97,-5,4,-5,-1,-0.3,0,0.0,1
NC(=S)NNc1cccc(Cl)c1,.,106,-24,-6,2,1,-0.6,5,0.1,5
O=C(N/N=C/c1ccc2nccnc2c1)c1ccc(Br)cc1,-4,98,9,5,-12,0,-1.2,.,0.1,-6
CC(C)CN1CCN(Cc2cnc(-c3ccc(Cl)cc3)nc2)CC1CCO (configuration not stated),0,96,-5,-8,-8,-1,-1.6,4,0.2,-2
CCOc1ccc2[nH]c3c(=O)n(CCc4ccc(OC)cc4)cnc3c2c1,-12,98,1,-1,-5,2,-1.0,2,-0.1,0
CCn1cc(C(=O)O)c(=O)c2cc(S(=O)(=O)N(C)C)ccc21,-5,102,4,7,-5,2,0.4,7,-0.2,2
O=C(/C=C/c1ccc2c(c1)OCO2)NCc1ccco1,8,98,20,1,0,3,3.0,4,0.1,-1
Cc1ccc(C2C(C=Nc3c(C)n(C)n(-c4ccccc4)c3=O)=C(c3ccccc3)Oc3ccccc32)cc1 (configuration not stated),17,82,-8,2,-11,-5,-1.8,-7,0.0,2
CC(Sc1ccc(S(=O)(=O)N2CCCCC2)cn1)C(N)=O (configuration not stated),-9,95,-11,5,4,-1,1.2,-8,0.4,-2
CCCCC(=O)OCC(=O)N1N=C(c2c[nH]c3ccccc23)C(O)C1c1ccc(OC)cc1 (configuration not stated),-14,100,-17,12,-1,1,15*,5,0.0,-1
CCOc1ccccc1C=C1CCc2ccccc2C1=O,-2,101,7,0,4,2,-0.5,-8,-0.2,-3

# High-throughput results deposited in PubChem by several laboratories.

# An excerpt (hit frequency here may not be typical).
